# TEAD-YAP inh = TEAD-YAP interaction inhibition, primary screen, TEAD-YAP interaction inhibitor project, luminescence, HEK-TIYL cells; TEAD-Gal4/YAP UAS-luciferase luminescence; inhibition, % at 9.12 µM; 640,000 compounds, 1.4% hits; in the data active = inhibition above about 32%;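 also: 0% = median of test compound wells and 100% = reference inhibitor wells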
# FBW7 activator = FBW7 E3 ligase activators, primary screen, biochemical, AlphaScreen, human. F-box/WD repeat-containing protein 7 (Homo sapiens), Q969H0. AlphaScreen FBW7–phospho-cyclin E peptide binding, activator screen. normalized activity (activation), % at 26.1 µM. 650,000 compounds, 0.13% hits. AID 1259310, 2017; in the data active = normalized activity above about 1.9%;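 also: purified mutant Fbw7 with reduced substrate affinity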
# MITF primary = MITF inhibitors, primary screen, biochemical, AlphaScreen, human; inhibition, % at 2.6 µM; Microphthalmia-associated transcription factor (Homo sapiens), O75030; AID 1259374, 2018; AlphaScreen MITF homodimerization, bead proximity signal; 650,000 compounds, 0.91% hits; in the data active = inhibition above about 50%;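 also: 0% = vehicle wells with protein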
# Target sequence (O75030 whole entry, looked up): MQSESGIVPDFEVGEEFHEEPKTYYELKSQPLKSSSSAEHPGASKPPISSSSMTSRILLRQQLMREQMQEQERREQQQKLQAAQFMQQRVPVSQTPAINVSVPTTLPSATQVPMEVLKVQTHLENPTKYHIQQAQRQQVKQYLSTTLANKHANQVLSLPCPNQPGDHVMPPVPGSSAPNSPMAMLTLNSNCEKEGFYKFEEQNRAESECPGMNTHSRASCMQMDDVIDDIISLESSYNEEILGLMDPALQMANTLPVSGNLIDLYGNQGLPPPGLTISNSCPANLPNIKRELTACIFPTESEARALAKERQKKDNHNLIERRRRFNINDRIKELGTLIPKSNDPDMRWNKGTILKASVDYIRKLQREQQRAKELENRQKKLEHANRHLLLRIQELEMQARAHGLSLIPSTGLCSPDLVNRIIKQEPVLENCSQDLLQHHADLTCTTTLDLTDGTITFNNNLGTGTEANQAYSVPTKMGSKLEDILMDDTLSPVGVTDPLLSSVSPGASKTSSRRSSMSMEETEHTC
# GPR151 ag = activators of human GPR151, primary screen, cell-based, PathHunter beta-arrestin, luminescence; PathHunter beta-arrestin GPR151 cells; AID 1508602, 2020; 650,000 compounds, 1% hits; activation, % at 11.2 µM; in the data active = activation above about 4.9%;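 also: 0% = median of compound wells and 100% = cells with positive control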
# Target sequence (Q8TDV0 whole entry, looked up): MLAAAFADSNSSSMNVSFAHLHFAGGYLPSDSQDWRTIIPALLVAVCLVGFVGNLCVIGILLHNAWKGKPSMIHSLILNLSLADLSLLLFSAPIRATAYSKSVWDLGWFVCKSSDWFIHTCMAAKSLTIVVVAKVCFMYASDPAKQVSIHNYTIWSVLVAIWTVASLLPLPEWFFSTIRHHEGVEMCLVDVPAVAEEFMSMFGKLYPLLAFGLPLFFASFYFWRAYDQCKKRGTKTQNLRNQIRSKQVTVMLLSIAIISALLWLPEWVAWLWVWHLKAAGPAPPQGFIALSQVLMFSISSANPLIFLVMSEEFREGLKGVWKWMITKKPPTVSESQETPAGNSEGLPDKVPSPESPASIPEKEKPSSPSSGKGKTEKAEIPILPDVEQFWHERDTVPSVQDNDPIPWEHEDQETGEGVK
# An asterisk follows results filed as active. Rows were taken by chance; 3.5% or so of the library scored in one or more.
SMILES,TEAD-YAP inh,FBW7 activator,MITF primary,GPR151 ag
CCOC(=O)C1C(=O)CC(C)(O)C(C(=O)OCC)C1c1sccc1C (centres undefined),-1,0.2,-2,0.7
Cc1ccc(C)c(Oc2coc3cc(OC(=O)c4ccco4)ccc3c2=O)c1,1,-0.2,-3,0.2
COc1ccc(CCNC(=O)N2CCOCC2)cc1,1,0.1,-2,1.4
CN(C)C(=O)c1nc2ccc(Cl)cn2c1CNCc1ccc(-n2cccn2)cc1,2,-0.1,-8,1.4
Cc1cccc(S(=O)(=O)N2CCC(C(=O)O)CC2)c1,-7,-0.2,0,-0.5
Cc1ccc(NC2=C(NCCO)C(=O)c3ccccc3C2=O)cc1,-32,-0.4,13,-1.4
COc1ccc(S(=O)(=O)Nc2ccc3ccccc3c2)cc1Br,-7,0.0,-2,0.5
CC(C)CN1C(=O)c2ccc(C(=O)Nc3ccccc3O)cc2C1=O,-33,0.1,-5,0.0
Cc1cccc(NC(=O)C2CC(=O)n3cnnc3S2)c1 (centres undefined),-2,-0.3,2,-0.3
COc1ccc(NC(=O)C2CCCN2C(=O)Nc2ccccc2F)cc1 (centres undefined),-23,1.0,5,-1.0
Cc1nn2c3c(cnc2c1-c1ccccc1)C(=O)CC(C)(C)C3,-8,0.6,13,0.0
O=C1CCCN1CCn1cnc2c(NCc3cccc(C(F)(F)F)c3)nc(Cl)nc21,-4,0.2,3,1.0

# Rewritten field by field: entries from further up.
> CCOC(=O)C1C(=O)CC(C)(O)C(C(=O)OCC)C1c1sccc1C (centres undefined)
- TEAD-YAP inh = -1
- FBW7 activator = 0.2
- MITF primary = -2
- GPR151 ag = 0.7

> Cc1ccc(NC2=C(NCCO)C(=O)c3ccccc3C2=O)cc1
- TEAD-YAP inh = -32
- FBW7 activator = -0.4
- MITF primary = 13
- GPR151 ag = -1.4

> COc1ccc(CCNC(=O)N2CCOCC2)cc1
- TEAD-YAP inh = 1
- FBW7 activator = 0.1
- MITF primary = -2
- GPR151 ag = 1.4

> CC(C)CN1C(=O)c2ccc(C(=O)Nc3ccccc3O)cc2C1=O
- TEAD-YAP inh = -33
- FBW7 activator = 0.1
- MITF primary = -5
- GPR151 ag = 0.0

# (listing goes on)
SMILES,TEAD-YAP inh,FBW7 activator,MITF primary,GPR151 ag
CCCS(=O)(=O)N1CCN(C(=O)c2ccncc2)CC1,2,0.4,10,-0.4
Cc1cccc(N2C(=O)C3C4CC5C6(C)CCCC(C)(C(=O)O)C6CCC5(C=C4C(C)C)C3C2=O)c1 (centres undefined),-6,0.4,-11,-0.2
OCCNCc1ccc(OC2CCCC2)cc1,-1,0.1,-1,-2.1
COc1ccc(-c2cc(Nc3ccccc3)nc(N)n2)cc1,-60,0.2,9,-2.4
Cc1[nH]n(-c2ccc([N+](=O)[O-])cc2)c(=O)c1C=NCCCn1ccnc1,6,0.1,13,-7.7
O=[N+]([O-])c1ccccc1N=Cc1nc(-c2ccccc2Br)oc1O,2,-0.1,6,0.5
O=C(NCCCN1CCCC1=O)c1ccc(Cn2nnc3ccccc3c2=O)cc1,7,0.3,-6,-2.1
COc1cc([N+](=O)[O-])ccc1NC(=S)Nc1ccc2c(c1)OCO2,-24,0.1,20,-1.8
Cc1ccc(-n2c(C)cc(CC#N)c2C)cc1,-6,0.1,13,-0.5
Cc1cccc2sc(N(Cc3cccnc3)C(=O)C3CCCCC3)nc12,-2,0.0,-3,-1.7
CCOC(=O)C(CC)Sc1ncnc2c1c(-c1ccccc1)cn2-c1cccc(F)c1 (centres undefined),-7,0.1,9,-0.5
COc1cccc([C@@H]2C[C@H]3CN(Cc4cccc(Cl)c4)C(=O)[C@]34CCCN24)c1OC,-7,-0.1,-3,-0.2
c1ccc(-c2ccccc2OCCCCN2CCOCC2)cc1,-3,-0.3,77*,1.9
Cc1cccc(NC(=O)CN2C(=O)C3(SCC(=O)N3c3ccc(F)cc3)c3ccccc32)c1 (centres undefined),4,0.2,4,1.8
O=C(O)c1cc(S(=O)(=O)N2CCCCC2)ccc1F,-11,-0.2,-7,-1.0
CC(O)CP(=O)(c1ccccc1)c1ccccc1 (centres undefined),1,-0.2,12,-0.4
CCCCCn1c(SCc2cccc(Cl)c2)nc2cc(C(=O)NCc3ccccc3)ccc2c1=O,-2,0.3,9,-1.0
Cc1ccccc1C=Nc1cccc([N+](=O)[O-])c1,8,0.1,11,0.0
O=C(NCc1ccccc1Cl)c1csc(-c2cnccn2)n1,11,0.1,6,2.5
N#Cc1ccc(C(=O)Nc2ccc3c(c2)OCCO3)c(F)c1,-53,0.5,-2,0.1
CCOc1ccccc1N1CC(C(=O)Nc2ccccn2)CC1=O (centres undefined),1,0.2,13,-0.3
COc1ccccc1N1C(=O)c2cccc3c(C(=O)O)ccc(c23)C1=O,-1,0.2,3,1.4
CC(=O)NC1=NC(=O)/C(=C/c2ccc(OS(=O)(=O)c3ccc([N+](=O)[O-])cc3)cc2)S1,14,0.0,11,0.2
CCCNc1nc(Nc2ccccn2)nc2c1ncn2C1CCCCC1,-1,0.8,-1,-2.7
CCOC(=O)C1(CCSC)NC(c2ccco2)C2C(=O)N(c3ccccc3F)C(=O)C21 (centres undefined),-5,-0.1,12,0.8
COc1ccc(C(=O)N2CCN(C)CC2)c(OC)c1,9,0.0,4,-0.4
O=C(N/N=C\c1cccc([N+](=O)[O-])c1O)c1cnccn1,-7,-1.0,77*,1.3
CC(=O)OCCN1C(=O)c2cccc3cc([N+](=O)[O-])cc(c23)C1=O,-13,-0.5,13,-1.4
COCC(=O)N1CCC[C@@H]2CN(Cc3ccc(F)cc3)CC[C@H]21,1,0.1,5,-1.0
CCN(CC)Cc1c(O)ccc2c1O/C(=C\c1cccc(OC)c1)C2=O,9,-0.2,-10,-0.9
COc1ccc(S(=O)(=O)NCC2CCCN(C(=O)C3=C(C)OCCO3)C2)cc1 (centres undefined),0,0.2,12,-0.4
COc1cccc(C2C(C#N)=C(N)Oc3cc(C)oc(=O)c32)c1 (centres undefined),-10,0.0,1,-0.5
COCCCNC(=O)c1ccc(CNc2nc(=S)[nH]c3ccccc23)cc1,-6,-0.1,-2,5.9*
CC(C)c1ccc(N=CC2=C(O)CC(C)(C)CC2=O)cc1,-28,0.6,8,-2.2
Cc1cc(C(=O)Nc2scc(-c3ccc(Cl)cc3)c2C(N)=O)c(C)o1,2,0.1,7,1.2
CSCCNC(=O)c1cc(COc2c(F)cccc2F)on1,5,0.3,12,-0.6

# Some of these compounds in order of count of non-hydrogen atoms, ascending.
SMILES,TEAD-YAP inh,FBW7 activator,MITF primary,GPR151 ag
COc1cccc(C2C(C#N)=C(N)Oc3cc(C)oc(=O)c32)c1 (centres undefined),-10,0.0,1,-0.5
Cc1cc(C(=O)Nc2scc(-c3ccc(Cl)cc3)c2C(N)=O)c(C)o1,2,0.1,7,1.2
COc1ccc(S(=O)(=O)NCC2CCCN(C(=O)C3=C(C)OCCO3)C2)cc1 (centres undefined),0,0.2,12,-0.4

# Next compounds.
SMILES,TEAD-YAP inh,FBW7 activator,MITF primary,GPR151 ag
COc1ccc(C2=C(C)C(c3cccs3)c3ccccc3O2)cc1 (centres undefined),3,0.1,-3,0.7
COc1ccc2c(c1)CCc1cn3ncc(C#N)c3nc1-2,-1,0.2,-10,-1.4
COC(=O)c1ccc2c(=O)[nH]c(CSc3nnc(C)s3)nc2c1,-1,-0.1,-4,-0.8
CCN(CC)C(=O)CSc1nnc(-c2ccccc2)n1CC1CCCO1 (centres undefined),0,-0.1,-8,0.7
Cc1onc(-c2ccccc2)c1C(=O)Nc1cccc(Oc2ccccc2)c1,5,0.0,2,1.3
COC(=O)c1c(NC(=O)c2ccc(C)o2)sc(C)c1C,0,0.0,-24,1.7
O=C(O)CN1C(=O)/C(=C/c2cc([N+](=O)[O-])ccc2O)SC1=S,-7,-0.1,9,-0.3
CCN(CC)c1ncnc2sc(C(=O)Nc3ccc(OC)cc3OC)c(C)c12,2,-0.1,-4,-0.3
Cc1ccc(C(=O)Nc2nc(-c3cccc([N+](=O)[O-])c3)cs2)o1,-3,-0.2,-8,1.2
CCOC(=O)CNC(=O)N1CCC(CCOc2ccccc2)(C(=O)OCC)CC1,6,-0.1,-2,0.2
COC(=O)C1C(=O)NCC1c1ccc(OC)cc1 (centres undefined),0,0.9,3,-0.9
CC(=C/c1ccccc1)/C=N/n1c(C)n[nH]c1=S,-17,0.1,10,-0.8
COc1cc(C(=O)N2CCN(C3CCCCCC3)CC2)cc(OC)c1OC,-2,-0.2,29,1.4
CCn1c2ccccc2c2cc(NC(=O)COc3ccccc3C)ccc21,-7,-0.1,0,-0.9
N#Cc1nc(-c2cccs2)oc1N1CCOCC1,4,1.0,14,-2.7
CCOC(=O)C1=C(C)N=c2s/c(=C\c3ccc(-c4ccc(Cl)cc4[N+](=O)[O-])o3)c(=O)n2C1c1ccc2c(c1)OCO2 (centres undefined),3,-0.1,10,1.1
CC1Oc2ccc(F)cc2N(Cc2ccc(C(F)(F)F)nc2)C1=O (centres undefined),0,0.6,25,-0.5
Cc1cccc(C)c1NS(=O)(=O)c1c(C)noc1C,3,-0.1,11,0.1
CCc1ccc2c(c1)C(O)(c1c[nH]c3ccccc13)C(=O)N2 (centres undefined),12,1.0,11,-0.8
CCOc1ccc(Br)cc1S(=O)(=O)Nc1ccccc1C(N)=O,-10,-0.1,30,-0.8
CCOc1ccc(S(=O)(=O)NCC2COC3(CCCC3)O2)cc1 (centres undefined),9,0.7,11,-0.9
O=C(/C=C/c1ccc2c(c1)OCO2)n1cccn1,-6,0.4,10,-1.2
CCOC(=O)N1CCC(NC(=O)C2CC(CCc3ccccc3)=NO2)CC1 (centres undefined),-20,0.2,-4,-1.3
COC(=O)c1ccc(CCN2CCCC2)nc1,-3,-0.1,2,-0.7

# As entered above.
# `Cc1cc(C(=O)Nc2scc(-c3ccc(Cl)cc3)c2C(N)=O)c(C)o1` | GPR151 ag: 1.2
# `O=C1CCCN1CCn1cnc2c(NCc3cccc(C(F)(F)F)c3)nc(Cl)nc21` | GPR151 ag: 1.0

# (next part)
SMILES,TEAD-YAP inh,FBW7 activator,MITF primary,GPR151 ag
CCOc1ccc(NC(=O)CSc2nc3ccccc3n2S(=O)(=O)c2ccc(Cl)cc2)cc1,-3,-0.2,-9,-0.1
C=CCn1c(=O)c2c(nc3n(Cc4ccc(OC)cc4)c(C)cn23)n(C)c1=O,-5,0.1,-18,0.4
CCOc1ccccc1NC(=O)C1=C(C)NC(=S)NC1c1ccccc1C (centres undefined),1,-0.1,8,-1.2
Cc1cccc(NC(=O)c2cc([N+](=O)[O-])cc3c2-c2c(cc([N+](=O)[O-])cc2[N+](=O)[O-])C3=O)c1,5,0.1,5,-0.8
O=C(O)CCCCCNC(=O)/C(=C/c1ccc(Cl)cc1)NC(=O)c1ccccc1,-3,-0.1,-6,-0.1
CCCCN(CC)C(=O)Cc1ccccc1OC,3,0.2,10,0.9
CCN1C(=O)c2cccc3c(S(=O)(=O)N(CCO)CCO)ccc1c23,-6,0.0,-12,-0.4
O=C(NCCO)c1ccnc(N2CCC(N3CCOCC3)CC2)c1,-7,0.0,13,-0.5
CC(C)CNS(=O)(=O)c1ccc(OCC(=O)N2CCC(C(N)=O)CC2)c(Cl)c1,-12,0.6,-4,4.2
Brc1cccc(OCc2nnc3n2CCCCC3)c1,1,-0.2,8,0.0
Oc1ccc2oc(-c3ccccc3)nc2c1,49*,-0.1,7,-2.6
Cc1cc([N+](=O)[O-])nn1C(=O)c1nn(C)cc1Br,7,0.1,0,0.2
CN(C)S(=O)(=O)c1ccc(NC(=S)NC(=O)Cc2ccccc2)cc1,7,0.2,1,1.3
CCCCc1ccc(C2=N/C(=C\c3ccc(OC)cc3OC)C(=O)O2)cc1,-6,0.0,-3,1.3
Cc1ccccc1Nc1nnc(SCC(=O)C(C)(C)C)s1,-24,-0.1,15,0.3
Cc1cc(NCCN)n2nc(-c3ccc(F)cc3)cc2n1,22,-0.1,-4,2.1
Cc1ccc(N(CCCCN2C(=O)c3ccccc3C2=O)C(=O)c2ccccc2[N+](=O)[O-])cc1,10,0.1,5,0.8
OCCCNc1ccc2ncc(-c3ccc(OC(F)(F)F)cc3)n2n1,0,0.1,14,-0.7
C/C(N)=C(/C#N)C(=O)COC(=O)CN1C(=O)C2CCCCC2C1=O (centres undefined),4,-0.1,8,2.6
O=C(Nc1ccc(F)c(Cl)c1)c1cn(-c2ccc(Cl)cc2)c(=O)c2ccccc12,-1,-0.1,2,0.7
Cc1cc2cc3c(cc2n2c(=O)n(CC(=O)NC(C)C)nc12)OCO3,5,0.0,2,0.1
CCOC(=O)c1ccc(-c2ccc(/C=C3\C(=O)NC(=O)C(C#N)=C3C)o2)cc1,-72,-0.1,22,-1.1
N#Cc1cc2cc3c(cc2nc1N1CCCN(C(=O)Nc2ccc(Cl)cc2)CC1)OCO3,-12,0.0,-24,0.7
O=C(CSc1nnc(CNC(=O)c2cccc(C(F)(F)F)c2)o1)NC1CCCC1,9,0.1,1,-1.6
CCSc1ccccc1C(=O)Nc1ccc(-c2nc(C)no2)cc1,-41,-0.1,-9,-0.5
Cc1cc(C)cc(OCC(=O)NNC(=O)c2ccc(Br)cc2)c1,4,0.3,8,-0.3
Cc1cc(C)nc(SCc2c(C(=O)NC3CCCC3)nnn2-c2ccccc2)n1,1,0.2,-1,1.9
O=C(N/C(=C/c1ccc([N+](=O)[O-])cc1)C(=O)N1CCOCC1)c1ccco1,0,0.0,2,2.7

# Screens (PubChem)
